Screening results (PubChem)
RAD54 inh: blocks human RAD54 Holliday junction branch migration. AID 602329. FAM/BHQ fluorescence. inhibition, % at 10.4 µM. hit rate 0.14% among 360,000;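 active = mean normalized replicate activity at least 40 and at least half of replicates scoring 40 or more; inconclusive = only one of the two criteria met; inactive = mean below 40 and under half of replicates reaching 40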;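 note: 0% = median of neutral control wells and 100% = median of positive control wells; inhibitors cause a drop in the FAM fluorescence signal; in these data hits start at about 50%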
S100A4 inh HTS: blocks human S100A4 binding to myosin IIA peptide | P26447 | S100A4/TAMRA-MyoIIA peptide fluorescence polarization | inhibition, % at 10.7 µM | hit rate 0.14% among 360,000;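 active = mean inhibition of at least 70% across replicates, with every replicate also reaching that level; inconclusive = mean inhibition reaches 70% but some replicates fall short; inactive = mean inhibition below 70%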
Target sequence (P26447 whole entry, looked up): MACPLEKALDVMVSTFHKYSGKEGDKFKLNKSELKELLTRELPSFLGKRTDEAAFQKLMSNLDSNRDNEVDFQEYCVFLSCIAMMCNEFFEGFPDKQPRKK
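Test system – S100A4 monomer (human) · Compound – single-point compound testing · Schedule – 5 min incubation before reading · Probe or stimulus – TAMRA-labelled myosin IIA heavy-chain peptide probe, 5 nM · Benchmarks – neutral control DMSO, positive control TFP · Medium – Calcium-containing HEPES buffer, pH 7.2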
esBAF inh: SWI/SNF esBAF complex inhibition; mouse ES cells, Bmi1-luciferase knock-in reporter, 24 h; 100% = twice the neutral-well signal; reporter increase, % at 12.5 µM; hit rate 2% among 350,000; in the data active = activation above about 40%; inconclusive = no clear call, values can overlap the other calls;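 note: 0% = median of the plate's neutral control wells and 100% = double that signal; a rise in the Bmi1 reporter signal indicates esBAF inhibition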
FN deposition inh: fibronectin deposition inhibition; AH1F fibroblasts, Alexa488-fibronectin deposition fluorescence, overnight; inhibition, % at 12.6 µM; hit rate 0.086% among 350,000;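 active = mean inhibition across replicates of 30% or more, regardless of how many single replicates reach that level; inconclusive = mean under 30% yet at least half of replicates reach 30%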;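 note: positive control wells lacked labelled fibronectin entirely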
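Schedule: 1 h cell adhesion before compound, then overnight fibronectin incubation; test system: AH1F fibroblast monolayer depositing Alexa488-labelled fibronectin into matrix; quantity: 10000 AH1F cells per well; probe or stimulus: fluorescent fibronectin at 24 nM final; signal: fluorescence, ex 485 nm, em 525 nm; evaluation: percent inhibition as loss of matrix-bound fibronectin fluorescence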
EWS-Fli block: inhibitors of EWS/Fli oncoprotein transcriptional activity | A673 NR0B1-luciferase reporter, viability-normalised | inhibition, % at 12.6 µM | AID 651661 | hit rate 0.67% among 350,000;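 active = mean inhibition of at least 50% after viability correction, with every replicate also passing that limit; inconclusive = mean reaches 50% but only one of two replicates passes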;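 note: firefly luciferase signal divided by Alamar Blue viability fluorescence both relative to DMSO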
RAD52 anneal inh: blocks human RAD52 DNA annealing | P43351 | inhibition, % at 18.7 µM | hit rate 0.46% among 360,000 | recombinant RAD52 DNA annealing, FRET fluorescence;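 active = every replicate showing at least 50% inhibition; inconclusive = mean inhibition at least 50% but not in every replicate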
Target sequence (P43351 whole entry, looked up): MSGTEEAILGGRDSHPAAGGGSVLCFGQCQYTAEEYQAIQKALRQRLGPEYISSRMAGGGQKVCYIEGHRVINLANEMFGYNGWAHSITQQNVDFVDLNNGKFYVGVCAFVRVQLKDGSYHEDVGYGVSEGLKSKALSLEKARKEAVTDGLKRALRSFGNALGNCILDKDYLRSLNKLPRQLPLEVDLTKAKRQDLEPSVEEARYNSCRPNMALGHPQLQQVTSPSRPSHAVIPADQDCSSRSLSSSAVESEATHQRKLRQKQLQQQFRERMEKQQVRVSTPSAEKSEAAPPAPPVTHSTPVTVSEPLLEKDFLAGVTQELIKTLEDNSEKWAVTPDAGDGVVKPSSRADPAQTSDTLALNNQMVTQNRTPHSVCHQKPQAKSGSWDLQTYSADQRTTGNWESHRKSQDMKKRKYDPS
E-selectin induc: E-selectin induction on HUVECs; P16581; HUVEC E-selectin immunofluorescence imaging; normalized: neutral wells 0, TNF-alpha wells 100; activation, % at 7.58 µM; hit rate 0.37% among 260,000; AID 686992;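 active = mean E-selectin-positive cell signal at least 10% of the positive control, reached in at least 60% of replicates, without over 20% cell loss; inconclusive = no rule given, readout overlaps actives, possibly toxicity-flagged; inactive = the rest, including those meeting only one limit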;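 note: in these data hits start at about 27%; measured in HUVEC primary endothelial cells; signal is the percent of cells scored E-selectin positive by PE staining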
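Read-out basis: % PE-positive cells; Test system: HUVEC primary endothelial cells; Technique: immunofluorescence imaging; Dosing: single-point compound dose.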
XiGFP reactiv: X-chromosome reactivation activator; XiGFP mouse fibroblasts, % GFP-positive cells imaging, 3 d; cells co-treated with 5-aza-dC sensitizer; scaled so ellipticine positive control = 100%; activation, % at 7.58 µM; hit rate 0.055% among 360,000;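 active = mean normalized replicate activation at least 10% and every replicate at or above 10%; inconclusive = only one of the two criteria met; inactive = mean below 10% and not all replicates reach 10%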;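 note: 0% = median of on-plate neutral control wells and 100% = ellipticine 6 µM median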
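System: XiGFP fibroblasts, SV40-immortalized. Medium: DMEM plus 5-aza-dC sensitizer. Doses: single point. Timing: 3 d treatment, 15 min room-temperature fixation. Control set: ellipticine 6 µM.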
The depositor's hits bear a star; ? = inconclusive; / = no result given; & = joins results of further samples. Compounds were not picked by outcome; 3% or so of the library scored in one or more.

Start of the data: the first 3 entries as a preview:
SMILES	RAD54 inh	S100A4 inh HTS	esBAF inh	FN deposition inh	EWS-Fli block	RAD52 anneal inh	E-selectin induc	XiGFP reactiv
Cc1ccc(OCCC(=O)OCC(=O)Nc2ccc3[nH]c(=O)[nH]c3c2)cc1	/	-2	/	3	3	-11	0.1	0.1
O=C(NCCN1CCOC1=O)C1CCC(=O)N(CCc2ccc(Cl)cc2)C1 (stereo not given)	13	-3	-5	1	/	-4	/	0.2
Cc1cccc(-n2cc(-c3ccccc3)[nH]c2=S)c1	-7	-2	28	-11	-7	-20	/	0.2

Main list, previewed entries included:
SMILES	RAD54 inh	S100A4 inh HTS	esBAF inh	FN deposition inh	EWS-Fli block	RAD52 anneal inh	E-selectin induc	XiGFP reactiv
Cc1ccc(OCCC(=O)OCC(=O)Nc2ccc3[nH]c(=O)[nH]c3c2)cc1	/	-2	/	3	3	-11	0.1	0.1
O=C(NCCN1CCOC1=O)C1CCC(=O)N(CCc2ccc(Cl)cc2)C1 (stereo not given)	13	-3	-5	1	/	-4	/	0.2
Cc1cccc(-n2cc(-c3ccccc3)[nH]c2=S)c1	-7	-2	28	-11	-7	-20	/	0.2
N#Cc1c(NC(=O)c2cnccn2)sc2c1CCCC2	/	0	/	-4	-7	-27	/	-0.1
C[C@H](NC(=O)C[C@H]1C=C[C@@H](NC(=O)c2cccnc2)[C@H](CO)O1)c1ccccc1	-4	8	2	-6	-106	5	-0.2	0.4
CC(C)(C)CC(=O)Nc1nnc(CCc2ccccc2)s1	1	-2	?	-13	-73	0	/	0.0
CC1=C(C(=O)Nc2ccccc2C)C(c2ccc(C)o2)N2C(=O)CSC2=N1 (stereo not given)	-6	-8	0	/	10	-38	/	/
Cn1c(O)c(N=NC(=O)CNC(=O)c2ccccc2)c2cc(Br)ccc21	-6	2	-7	-16	2	-3	/	0.1
CCS(=O)(=O)N1CCC(C(=O)Oc2ccc(Cl)cc2)CC1	0	-2	-7	4	8	-17	-0.2	0.1
O=C1CSC2=NC3(CO)Oc4ccccc4[C@H]([C@H]3CO)N12	-2	-1	/	/	1	11	/	/
C[C@@H]1CN([C@H](C)CO)C(=O)c2cc(NS(=O)(=O)c3ccc(Cl)cc3)ccc2O[C@H]1CN(C)Cc1ccncc1	7	25	-1	/	0	-10	-9.7	0.0
O=C(Nc1nnc(-c2ccco2)s1)C1CCN(S(=O)(=O)c2ccc(Cl)cc2)CC1	0	-3	0	/	-3	-17	/	/
CCOc1ccc(S(=O)(=O)Nc2ccc3c(c2)OCO3)cc1	/	-2	5	-1	-14	-12	0.0	0.3
CC(C)(C)OC(=O)C[C@H]1C/C=C\C[C@@H](CC(=O)N[C@@H](CO)Cc2ccccc2)C(=O)N2CCC[C@@H]2COC1=O	-8	-1	-2	6	-2	-5	0.5	0.8
Cc1cc(C)c(C(=O)COC(=O)c2cccc(S(=O)(=O)NCc3ccccc3)c2)cc1C	8	-5	6	-7	-3	-9	-2.0	0.8
Cc1cc[n+]2cc(-c3cccc([N+](=O)[O-])c3)c(-c3cccc([N+](=O)[O-])c3)cc2c1	18	/	/	-1	/	/	3.1	0.5
COc1cccc2c1OC1(C)CC2NC(=O)N1Cc1ccccc1 (stereo not given)	7	/	-12	3	/	/	5.9	/
C[C@@H]1COc2cc(N(C)CCO)ccc2S(=O)(=O)N1	/	-1	/	4	-2	-16	1.7	0.0
C[C@@H]1CN([C@@H](C)CO)C(=O)c2cccc(NC(=O)C3CC3)c2O[C@H]1CN(C)C(=O)Nc1ccc2c(c1)OCO2	2	9	-1	/	6	7	-0.2	0.2
C[C@H](CO)N1C[C@H](C)[C@@H](CN(C)Cc2ccc(Cl)c(Cl)c2)Oc2c(NC(=O)Nc3ccc4c(c3)OCO4)cccc2C1=O	2	12	31	/	-40	14	-0.5	0.0
Cc1ccc(OCCC(=O)OCC(=O)Nc2ccc(C)c(S(=O)(=O)N3CCOCC3)c2)cc1	-11	-39	-2	4	8	-7	-0.4	0.0
O=C(Nc1cccc(S(=O)(=O)N2CCCC2)c1)c1cc(=O)[nH]c2ccccc12	-16	-5	1	-5	14	-12	/	-0.1
CCOC(=O)c1ccc(NC(=S)N(CCCN2CCN(CC)CC2)Cc2cccs2)cc1	/	-2	/	3	16	4	-0.1	0.0
CC(C)C(C(=O)OCC(=O)c1ccccc1)N1C(=O)C2C3C=CC(C3)C2C1=O (stereo not given)	3	1	-5	-1	2	-5	-3.2	0.5
C[C@@H]1CN([C@H](C)CO)C(=O)Cc2cc(NS(=O)(=O)c3cccs3)ccc2O[C@H]1CN(C)S(=O)(=O)c1cccs1	/	/	-3	/	-1	/	0.1	-0.1
SMILES	RAD54 inh	S100A4 inh HTS	esBAF inh	FN deposition inh	EWS-Fli block	RAD52 anneal inh	E-selectin induc	XiGFP reactiv
C[C@H](CO)N1C[C@H](C)[C@@H](CN(C)C(=O)c2ccc(N3CCN(C)CC3)cc2)OCc2cnnn2CCCC1=O	-5&1&7	-1&0&0	2&-2&-3	1&-16	-7&-4&-10	-5&-1&-20	0.0&0.0	0.1&-0.1
CCCN(CCC)c1ccc(C(O)c2nnc(-c3ccccc3)o2)cc1 (stereo not given)	-4	-5	-1	-4	2	-14	-1.5	0.2
Cc1ccccc1NC(=O)CSc1nc2ccccc2c2nc(CCn3cncc3C)nn12	-5	-3	/	2	0	-5	/	0.0
COc1cccc(-c2nn(-c3ccccc3)cc2CN(C)Cc2ccon2)c1	5	3	3	-9	4	-4	0.7	-0.1
O=C(NC(c1ccc(-c2ccccc2)cc1)c1cnccn1)C1CCN(CCN2C(=O)c3ccccc3C2=O)CC1 (stereo not given)	5	3	-12	/	16	-38	0.8	0.1
C[C@@H]1Cn2cnc(C(=O)NCc3ccc(CNC(=O)OC(C)(C)C)cc3)c2C(=O)N1	0	-1	6	/	3	-5	-0.1	-0.1
Oc1[nH]c2ccc(Br)cc2c1N=Nc1nn[nH]n1	/	1	6	3	23	-4	/	-0.3
CO[C@@H]1CN(C)C(=O)c2ccc(NC(=O)Nc3c(C)noc3C)cc2OC[C@@H](C)N(CCC(F)(F)F)C[C@H]1C	-8	-1	-4	-3	-4	19	-0.2	0.1
O=C(NC1CCCCCCC1)c1ccc(F)cc1	-10	-9	-4	10	-88	4	/	0.5
Cc1ccc2cc(C#N)c(NCc3ccccc3)nc2c1	/	11	/	/	0	-19	/	-0.1
C/C=C/c1ccc([C@@H]2[C@H](CO)N(C(C)=O)[C@H]2CN(C(=O)COC)C(C)C)cc1	-8	/	-5	-5	0	/	0.1	0.4
CCCNC(=O)C[C@@H]1C[C@@H]2c3cc(NC(=O)C4CCC4)ccc3O[C@@H]2[C@H](CO)O1	2	-13	-1	3	-10	-2	0.0	0.0
CC(=O)N1[C@H](CO)[C@H](c2ccccc2)C12CN(C(=O)CN1CCOCC1)C2	/	-2	/	/	-7	6	-0.1	0.0
CCc1ccccc1Oc1nc(NCCOC)nc2cc(-c3ccccc3)sc12	10	-16	/	-5	5	-8	7.0	0.3
COC(=O)c1cc2c(c3c4cc(OC)ccc4n(S(=O)(=O)c4ccc(C)cc4)c13)C(=O)N(Cc1ccccc1)C2	/	10	/	4	15	-30	-0.1	-0.1
CC1CC(C)CN(c2oc(-c3ccco3)nc2C#N)C1 (stereo not given)	5	-3	/	-16	6	-14	/	0.0
CCN(C(=O)COC(=O)CNC(=O)c1sc2ccccc2c1Cl)C1CCCCC1	/	-5	-5	5	1	0	/	0.0
CCCNC(=O)N1CC(=O)N2[C@@H](CO)[C@H](c3ccc(-c4ccc(C)cc4)cc3)[C@@H]2C1	/	14	/	/	24	-11	0.9	0.5
Cc1noc(C)c1NC(=O)N(C)C[C@@H]1Oc2c(NS(=O)(=O)c3cn(C)cn3)cccc2C(=O)N([C@@H](C)CO)C[C@@H]1C	-3	0	-3	/	-6	-7	-0.6	-1.2
CC(C)CN1CCC(=O)N(CCOc2ccccc2)CC1	-5	-2	16	0	-33	-8	0.0	0.1
CCN(CC)C(=O)c1cc(-c2ccc3c(c2)OCO3)on1	10	-6	37	6	-33	-11	/	0.5
CCN(CC)CCOc1nnc(-c2ccc(OC)cc2)c2ccccc12	11	1	6	-8	7	-13	/	0.1
O=C(N[C@@H]1CC[C@H](CCNS(=O)(=O)c2ccc(F)cc2)O[C@@H]1CO)c1cccc(F)c1	1	8	-4	/	5	-4	0.0	0.0
Oc1ccc(N=Cc2sc3ccccc3c2Cl)cc1	-5	7	/	0	/	56*	1.8	0.1
COC(=O)c1cnn(-c2nc(-c3ccccc3)cs2)c1N	0	2	65*	2	-91	-13	0.1	0.2
SMILES	RAD54 inh	S100A4 inh HTS	esBAF inh	FN deposition inh	EWS-Fli block	RAD52 anneal inh	E-selectin induc	XiGFP reactiv
CC(C)N(C(=S)Nc1cc(S(=O)(=O)N2CCOCC2)ccc1Cl)c1ccccc1	-9	/	-3	-4	/	/	-0.3	0.3
O=C(C[C@H]1CC[C@H](NC(=O)c2ccc3c(c2)OCO3)[C@H](CO)O1)NCc1ccc(Oc2ccccc2)cc1	1	-7	-8	-6	/	13	0.2	0.7
Cc1nnc(SC(C)C(=O)NCC2CCCO2)s1 (stereo not given)	0	7	-6	-7	4	-2	/	0.0
COc1cccc(CNc2ncn[nH]2)c1OCc1ccc(F)cc1	/	-3	/	/	0	-19	/	-0.1
CO[C@@H]1CN(C)C(=O)c2ccc(NC(=O)c3ccccc3F)cc2OC[C@H](C)N(CC2CCOCC2)C[C@@H]1C	9	5	-1	-5	2	10	-0.1	-0.5
O=C(CNC(=O)c1ccccc1F)OCC(=O)c1ccc(Cl)s1	11	-2	8	-5	-1	-26	0.3	-0.1
CS(=O)(=O)c1cccc(C(=O)OCCCC(=O)c2ccccc2)c1	7	-6	2	6	-10	-5	/	-0.1
COc1ccccc1CNC(=O)C[C@H]1CC[C@H]2[C@@H](COC[C@@H](O)CN2C(=O)Nc2ccc(F)cc2)O1	-2	-3	0	-1	-5	-4	-0.1	0.1
CCn1c(-c2sc(-c3ccccc3)nc2C)n[nH]c1=S	/	6	/	4	20	-18	/	0.0
O=C(CSc1nnnn1C1CCCCC1)N1CCc2ccccc21	2	3	37	/	-32	-7	/	/
CC1=CC(C)C(COC(=O)CN2CCCCC2)C(C)C1 (stereo not given)	/	5	/	-1	-2	-6	0.5	0.0
COCCNC(=O)C(=O)Nc1cccc(Br)c1	-10	-1	57*	/	-39	-7	/	/
O=C(NCC1CC1)[C@H]1[C@H](CO)[C@H]2Cn3c(ccc(C4=CCCC4)c3=O)[C@@H]1N2C(=O)C1CC1	10	18	1	/	-6	-5	-1.5	0.2
CC(=O)c1ccc(N2CCN(C(=O)c3nn(C)c4c3CS(=O)(=O)c3ccccc3-4)CC2)cc1	-17	-1	5	14	4	-4	/	0.2
CN1CCc2nc3sc(C(=O)NCc4ccccc4)c(N)c3cc2C1	7	-2	-4	/	-4	26	/	0.2
